ROC1-CUL1 inh = blocks human RBX1-Cullin-1 di-ubiquitin formation. inhibition, % at 10 µM. hit rate 0.6% among 140,000. P62877+Q13616. in vitro K48 di-Ub FRET, acceptor:donor ratio, 45 min; in the data active = inhibition above about 25%
Target sequence (P62877 whole entry, looked up): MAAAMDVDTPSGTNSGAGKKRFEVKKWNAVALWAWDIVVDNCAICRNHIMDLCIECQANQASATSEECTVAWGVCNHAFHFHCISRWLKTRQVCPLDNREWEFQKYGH
Target sequence (Q13616 whole entry, looked up): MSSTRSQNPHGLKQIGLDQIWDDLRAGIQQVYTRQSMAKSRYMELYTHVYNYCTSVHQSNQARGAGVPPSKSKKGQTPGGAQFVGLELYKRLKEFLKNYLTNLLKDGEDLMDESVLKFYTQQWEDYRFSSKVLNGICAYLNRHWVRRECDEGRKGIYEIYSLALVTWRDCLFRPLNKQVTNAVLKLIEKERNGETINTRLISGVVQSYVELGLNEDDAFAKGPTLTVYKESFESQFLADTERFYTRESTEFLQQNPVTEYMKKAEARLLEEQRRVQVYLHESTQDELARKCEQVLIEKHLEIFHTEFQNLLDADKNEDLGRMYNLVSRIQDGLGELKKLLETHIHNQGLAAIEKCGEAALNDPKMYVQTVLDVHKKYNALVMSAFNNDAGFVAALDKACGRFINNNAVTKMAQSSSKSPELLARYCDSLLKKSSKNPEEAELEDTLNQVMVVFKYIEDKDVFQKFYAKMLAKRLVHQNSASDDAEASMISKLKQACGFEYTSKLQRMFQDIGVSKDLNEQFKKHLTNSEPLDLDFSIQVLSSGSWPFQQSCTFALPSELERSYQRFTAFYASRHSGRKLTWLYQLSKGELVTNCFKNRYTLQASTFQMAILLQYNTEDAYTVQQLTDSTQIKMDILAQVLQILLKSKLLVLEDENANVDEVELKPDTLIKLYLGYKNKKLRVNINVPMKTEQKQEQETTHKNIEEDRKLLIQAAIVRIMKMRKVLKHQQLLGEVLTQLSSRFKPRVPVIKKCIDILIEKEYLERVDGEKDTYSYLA
* marks the source's active call; other numbers are inactive results. Not all compounds are listed; the hit share may differ from the screen's.

SMILES | ROC1-CUL1 inh
CCc1ccc(-n2c(=O)c3c4c(sc3n(CC(=O)N3CCCCC3CC)c2=O)CCC4)cc1 (stereo not given) | 9
O=C(Nc1ccc(Oc2ccccc2F)cc1)C1CCN(Cc2ccoc2)CC1 | -9
Cc1ccc2c(c1)c(C)c1n2CCNC1C (stereo not given) | -1
CCOc1ccc(Br)cc1C(=O)Nc1ccc(C(=O)NC(C)(C)C)cc1 | 7
O=C1c2ccccc2-c2c1c(O)c(O)c(-c1ccccc1)c2-c1ccccc1 | 102*
CCN1C(=O)c2ccccc2Sc2ccc(NC(C)=O)cc21 | 1
COc1ccc(F)c(CN2CCCC3(CCN(C(=O)CSC)C3)C2=O)c1 (stereo not given) | -7
O=C1c2ccccc2NC(c2cccc(O)c2)N1O (stereo not given) | 5
N#Cc1c(NC(=O)CSc2nnc(-c3ccncc3)n2-c2cccc(Cl)c2)sc2c1CCCC2 | 2
CN1C(=O)C(Cc2cn(CC(=O)NCc3ccco3)c3ccccc23)=NC1=S | -2
OC(c1ccc2c(c1)CN(Cc1cccnc1)CCO2)C(c1ccccc1)c1ccccc1 (stereo not given) | 1
O=C(CN1C(=O)c2ccccc2C1=O)Nc1cccc(Cl)c1 | 10
CCOc1cc(/C=C2/C(=N)N3N=C(C)SC3=NC2=O)ccc1OC(=O)c1ccc(OC)cc1 | -7
COc1cc(CN(C(=O)c2cccc(-c3cccc(F)c3)c2)[C@H]2CCCCNC2=O)ccc1OCCc1scnc1C | -7
CC(=O)NC(C(=O)N1CCc2c(cnc(C)c2CNC(=O)c2ccsc2)C1)C(C)C (stereo not given) | 5
Cc1cccc(NC(=O)C(=O)N/N=C/c2ccncc2)c1 | -4
CC(CCCC(C)(C)O)Nc1nncc(-c2cccc(F)c2)n1 (stereo not given) | 5
CCN(CC)CCN1C(=O)C(=O)C(C(=O)c2ccc(F)cc2)C1c1ccc(C)cc1 (stereo not given) | -4
CCOC(=O)c1c(NC(=O)c2cc(=O)c3c(C)cc(C)cc3o2)sc(C(C)=O)c1C | 0
NCCOC(c1ccc(Cl)cc1)c1ccc(Cl)cc1 | 23

Five entries already listed, arranged by the value under ROC1-CUL1 inh, largest number first:
SMILES | ROC1-CUL1 inh
NCCOC(c1ccc(Cl)cc1)c1ccc(Cl)cc1 | 23
O=C(CN1C(=O)c2ccccc2C1=O)Nc1cccc(Cl)c1 | 10
CC(CCCC(C)(C)O)Nc1nncc(-c2cccc(F)c2)n1 (stereo not given) | 5
OC(c1ccc2c(c1)CN(Cc1cccnc1)CCO2)C(c1ccccc1)c1ccccc1 (stereo not given) | 1
COc1cc(CN(C(=O)c2cccc(-c3cccc(F)c3)c2)[C@H]2CCCCNC2=O)ccc1OCCc1scnc1C | -7

Other compounds follow.
SMILES | ROC1-CUL1 inh
COc1ccccc1N1CCN(C(=O)c2cnn(-c3ccc(F)cc3F)c2C2CCNCC2)CC1 | -4
CN(C)Cc1ccccc1Sc1cccc2c1OCO2 | 6
CCCC(=O)N=C1C(=O)N(c2ccccc2)N(C)C1C (stereo not given) | 0
CCO[C@H]1[C@H](NC(=O)c2ccco2)c2ccccc2C12CCN(Cc1ccc(OC)c(O)c1)CC2 | 0
Cn1c(=O)c(C#N)cn(Cc2ccc(Cl)c(Cl)c2)c1=O | -7
COc1cc(OC)c(C(=O)Nc2cccc(O)c2)cc1OC | -9
Fc1cccc(NCc2cccn2-c2nnc(N3CCOCC3)s2)c1 | -1
COc1ccc(C(=O)c2cn(CC(=O)Nc3ccc4c(c3)OCCO4)c3ccc(OC)cc3c2=O)cc1 | -12
COc1ccc(CNc2nc(-c3ccc(OC)cc3)cc(C(F)(F)F)n2)cc1 | -1
O=C(CCC(=O)NNC(=O)C1CC1)NCc1ccccc1 | 2
COc1cccc(CN2CCCC3(CCN(C(=O)CCSC)C3)C2)c1 (stereo not given) | -5
SCc1ccnc(CS)n1 | 7
Cn1nc(C(=O)N2CCN(c3ccc(Cl)cc3)CC2)c2c1-c1ccccc1SC2 | 1
CCc1nnc2sc(-c3ccc(NC(=O)c4ccccc4)cc3)nn12 | 8
CCC(C)NC(=O)C1CCCN(S(=O)(=O)CC)C1 (stereo not given) | -8
CCN1N=C(C)Cn2c1nc1c2c(=O)n(CC(C)C)c(=O)n1C | 7
CN1CCN(NC(=O)COc2ccc(Cl)cc2)CC1 | -4
COc1ccccc1NC(=O)c1c(NC(=O)c2ccccc2F)sc2c1CCC2 | 8
Cc1cccc(N2CCN(C(=O)c3c(F)cccc3Cl)CC2)c1C | 5
CCCOc1ccccc1-c1nc(SCC(=O)c2ccccc2)n[nH]1 | -7
COc1ccc2c(c1)=CC(=Cc1sc(=S)[nH]c1O)C(=O)N=2 | -4
COc1cccc(NC(=O)c2ccc(C(C)(C)C)c(Br)c2)c1 | -1
CCOC(=O)c1cccc(NC(=O)CCc2nc3cccnc3n2-c2ccccc2)c1 | 5
COc1ccc(N2CCN(C(=O)C(C)Oc3ccccc3C)CC2)cc1 (stereo not given) | 2
O=S(=O)(NCC1CCCO1)c1ccc(Oc2ccccc2)cc1 (stereo not given) | -2
CCOc1ccc(S(=O)(=O)N(CC(=O)Nc2cccnc2)c2ccccc2)cc1 | 0
CSc1ncc(C(=O)N2CCN(c3cccc(Cl)c3)CC2)c(C)n1 | 1
CCCn1c(=O)c2c(nc3n(CC(=O)OCC)c(C)c(C)n23)n(C)c1=O | -1
CCn1ccnc1CN1CCCC(CNS(=O)(=O)Cc2ccccc2)C1 (stereo not given) | -7
C=C(C)CSc1nc2sc3c(c2c(=O)n1-c1ccccc1)CC(C)(C)OC3 | 0
CS(=O)(=O)Oc1ccc(/C=N/NC(=O)c2ccncc2)cc1 | 6
CCCn1nc(NC(=O)c2cccc(Cl)c2)c2cc3cccc(C)c3nc21 | 3
O=C(Nc1cccc(C(F)(F)F)c1)c1cc(-c2ccc(Cl)s2)nc2ccccc12 | -1
Cc1cccc(C)c1NC(C)c1cc(Cl)ccc1O (stereo not given) | -1
Cc1ccccc1C(=O)Nc1ccc(OCc2cc(=O)n3ccccc3n2)cc1 | -1
COc1cc2c(cc1OC)C(c1cccc([N+](=O)[O-])c1)N(C(=O)c1ccccc1)CC2 (stereo not given) | 7
CCOc1cccc(-c2nc3ccccc3c(=O)o2)c1 | 2
CCCCCC(=O)N(CN1C(=O)c2ccccc2C1=O)c1ccc(C)c(Cl)c1 | -8
COc1ccc(OCC(=O)NC(=S)Nc2ccc(S(=O)(=O)Nc3cc(C)cc(C)c3)cc2)cc1 | -2
Cc1nnc2sc(Cc3c(F)cccc3Cl)nn12 | 4

Sorted by SMILES length (smallest number first): 4 of the compounds above
SMILES | ROC1-CUL1 inh
CCOc1cccc(-c2nc3ccccc3c(=O)o2)c1 | 2
Cc1ccccc1C(=O)Nc1ccc(OCc2cc(=O)n3ccccc3n2)cc1 | -1
CCCCCC(=O)N(CN1C(=O)c2ccccc2C1=O)c1ccc(C)c(Cl)c1 | -8
COc1ccc(OCC(=O)NC(=S)Nc2ccc(S(=O)(=O)Nc3cc(C)cc(C)c3)cc2)cc1 | -2

The listing picks up, repeating the 3 entries before the break.
SMILES | ROC1-CUL1 inh
CCCCCC(=O)N(CN1C(=O)c2ccccc2C1=O)c1ccc(C)c(Cl)c1 | -8
COc1ccc(OCC(=O)NC(=S)Nc2ccc(S(=O)(=O)Nc3cc(C)cc(C)c3)cc2)cc1 | -2
Cc1nnc2sc(Cc3c(F)cccc3Cl)nn12 | 4
O=C(O)CC(CCc1ccccc1)C(=O)O (stereo not given) | 0
Cc1c(C(=O)Nc2ccccc2)c2ccc(C(F)(F)F)cc2n1O | -4
COc1ccc(CNc2nc(-c3ccco3)nn2C(=O)CC(C)C)cc1 | 0
O=[N+]([O-])/C=C1\CCCN1c1cc(O)c(N2CCC/C2=C\[N+](=O)[O-])cc1O | -1
O=C(CN1CCN(c2ccc(Cl)cc2)CC1)NC1Cc2ccccc2C1 | 6
O=C(CCC1N=C2c3ccccc3N=C(SCC(=O)Nc3ccccc3F)N2C1=O)NCc1cccs1 (stereo not given) | 4
CCCc1[nH]nc2c1C(c1ccc(OC(=O)c3ccccc3)c(OC)c1)C(C#N)C(=N)O2 (stereo not given) | -5
CCOc1ccc(CCN2C(=O)NC(=O)C3C2=NC(=O)C3(NC(=O)CC)C(F)(F)F)cc1OCC (stereo not given) | -13
CCOC(=O)N1CCc2c(sc3c2c(=O)n(Cc2ccccc2)c(=O)n3Cc2cccc(Cl)c2)C1 | 0
CS(=O)(=O)c1ccc(S(=O)(=O)N2CCC(CO)(Cc3ccccc3)CC2)cc1 | -4
S=C1NCN(CCCCCCN2CNC(=S)NC2)CN1 | 19
Cc1onc(-c2ccccc2Cl)c1C(=O)Nc1sc2c(c1C#N)CCCCCC2 | 1
O=C(O)c1ccc(NC(=O)c2cc(S(=O)(=O)N3CCCCC3)c(Cl)cc2Cl)cc1 | 4
Cc1cc(OCC(O)CN2CCN(Cc3ccc4c(c3)OCO4)CC2)cc(C)c1Cl (stereo not given) | 1
COc1cc(/C=C2\SC(=Nc3ccc(Cl)c(C(=O)O)c3)N(C)C2=O)cc(OC)c1OC | -1
CCOC(=O)C1CCCN(S(=O)(=O)c2cc(Br)cc3c2N(C(C)=O)CC3)C1 (stereo not given) | -3
COc1cccc(Nc2nc(-c3ccccc3)c3cc(C)ccc3n2)c1 | 0
O=C(c1ccco1)N1CCN(C(=S)Nc2ccc(Oc3ccccc3)cc2)CC1 | -2
CC1CC(OCC(S)CN2CCN(c3ccc(F)cc3)CC2)CC(C)(C)C1 (stereo not given) | -8
Cc1cc(C)cc(NC(=O)Cn2cc(C(=O)c3ccncc3)c(=O)c3cc(C)c(C)cc32)c1 | 8

Shown as a hit in ROC1-CUL1 inh, of those listed so far:
SMILES | ROC1-CUL1 inh
O=C1c2ccccc2-c2c1c(O)c(O)c(-c1ccccc1)c2-c1ccccc1 | 102*

More results.
SMILES | ROC1-CUL1 inh
CCc1[nH]nc2c1C(c1ccnc3ccccc13)C(C#N)C(=N)O2 (stereo not given) | -6
Cc1cccc(OCCCC(=O)Nc2ccccc2F)c1 | 1
CC(C)c1nnc(NC(=O)COc2ccccc2C(C)(C)C)s1 | 2
O=C(Nc1nnc(COc2ccccc2Cl)s1)c1ccc(Br)cc1 | -1
Cc1ccc(C)n1NS(=O)(=O)c1ccccc1 | 4
COCC(=O)Nc1c(C(=O)Nc2ccc(C)cc2)oc2ccccc12 | -8
COCC(=O)Nc1cc(C(=O)N2CCN(c3ccccc3)CC2)cc2ncn(CCc3ccccc3)c12 | 1
Cc1ccc(NC(=O)CSc2nnc(Cn3nnc(-c4ccccc4)n3)n2-c2ccccc2)c(C)c1 | 7
Cc1ncc2c(c1CNC(=O)/C=C/c1cccs1)CCN(C(=O)CCC(=O)c1ccc(F)cc1)C2 | -4
COc1ccc(/C=C2\CCCC3=C2N=c2s/c(=C\c4ccc(Cl)cc4)c(=O)n2C3c2ccc(OC)cc2)cc1 (stereo not given) | 8
O=C(O)c1ccc(NCc2ccc(Cl)cc2)cc1Cl | 7
COc1ccc(C(=O)Nc2cnc3cc(C)ccn3c2=O)cc1OC | 4
NC(=O)C1CCN(C(=O)c2ccc3c(c2)N(Cc2cccc(Cl)c2)C(=O)c2ccccc2S3(=O)=O)CC1 | -2
CCOC(=O)c1nn(-c2ccccc2)c2nnc(Cc3ccccc3)c(=O)n12 | 6
CN(CCC1CCOCC1)C(=O)c1cc(COc2cncc(Cl)c2)on1 | 5
Clc1cccc(Cl)c1Nc1nc(-c2ccccc2)cs1 | -1
CS(=O)(=O)Oc1ccc(OS(C)(=O)=O)cc1 | 2
Cc1cc(Cl)ccc1OCCN | 7
COc1ccc(C2=NC3(CCCCCC3)N(CC(=O)Nc3cccc(Cl)c3)C2=O)cc1 | 0
CCCCNC(=S)Nc1ccc(C)cc1 | 3
CC(C)OCCCNC(=O)c1cn(C)c2ccc(S(=O)(=O)N3CCCCCC3)cc2c1=O | -3
COCc1nn2c(-c3ccc(C(F)(F)F)cc3)nnc2s1 | -3
CN(C)C=Nc1c(C(=O)c2ccccc2)sc2nccc(N(C)C)c12 | -9
Cc1cc(C(=O)Nc2ccc(Cl)c(Cl)c2)c2ccccc2n1 | 4
CCc1ccc(C(=O)c2cn(CC(=O)Nc3ccc4c(c3)OCO4)c3ccc(Cl)cc3c2=O)cc1 | -11
O=C(Cn1cnc2ccccc2c1=O)c1ccc2ccccc2c1 | 11
O=C(NCc1cccs1)c1ccccc1Br | -6
CSc1ncc2c(n1)[nH]c1ccccc12 | 10
CCCn1nnnc1NC(=O)c1ccc2ccccc2c1 | -3
Clc1cc(N2CCOCC2)nc(N2CCOCC2)n1 | 2
CC(=NC1CC1)C1C(=O)N(c2nc3ccccc3s2)N=C1c1ccccc1 (stereo not given) | 5
Cc1cccc(N2C(=O)C(=Nc3cccc(C(F)(F)F)c3)C(Cl)C2=O)c1C (stereo not given) | 1
CC1=NN(C(N)=S)C(=O)C1N=Nc1cccc2ccccc12 (stereo not given) | 13
Cc1ccc(N2CCN(C(=O)c3ccccc3N)CC2)cc1 | 1
CC(C)c1ccc(NC(=O)C2CCN(C(=O)c3ccc(F)cc3)CC2)cc1 | 2
O=C(NCc1ccco1)C1CC(c2ccccc2Cl)=NO1 (stereo not given) | -5
COc1ccc(C2CC(c3ccc(Br)cc3)=Nc3nnnn32)c(OC)c1 (stereo not given) | 1
Cc1n[nH]c(C)c1S(=O)(=O)N1CCCC(C(=O)Nc2ccc(Br)cc2)C1 (stereo not given) | -2
O=C(NCC(c1ccc2c(c1)OCO2)N1CCN(c2ccccc2F)CC1)c1ccccc1F (stereo not given) | -7
CCc1cccc(C)c1Nc1c(-c2ccc(N(C)C)cc2)nc2ncccn12 | 8
COc1cc2c(c(OC)c1)C(=O)C2 | 3
O=S(=O)(c1ccc2c(c1)NCC2)N1CCN(c2ccc(F)cc2)CC1 | 6
CC(C)(C)NC(=O)c1ccc2c(c1)CCN2S(C)(=O)=O | 8
COc1ccc(/C=N/Nc2cc(C)nc(-c3cc(Br)cc(Br)c3O)n2)cc1OC | -3
COc1cc2c(=O)c(C(=O)c3ccc(C)c(C)c3)cn(Cc3ccccc3)c2cc1OC | -3

Screens as filed in PubChem BioAssay.
